# M4 ag – CHRM4 agonism in calcium assay; CHO-K1 hM4/Gqi5, Fluo-8 calcium fluorescence; vehicle 0%, full acetylcholine response 100%; P08173; 0.14% of 360,000 active; activation, % at 3 µM;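 active = activation above the run mean over all test wells plus 3 SD, cut at about 32% in these data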;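 also: peak over basal fluorescence ratio per well then scaled between controls; 0% = DMSO wells and 100% = acetylcholine at EC100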
# M4 antag – CHRM4 antagonism in calcium assay. P08173. CHO-hM4 cells, ACh EC80, Fluo-8 calcium fluorescence. inhibition, % at 3 µM. 0.73% of 360,000 active. AID 624125;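 active = inhibition above its plate's cutoff, the mean inhibition of sample wells plus 3 SD, cut at about 27% in these data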;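 also: 0% = acetylcholine EC80 with DMSO and 100% = DMSO without agonist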
# CRFR2-BP ag – agonists of human CRF-binding protein/CRF-R2 receptor complex | HEK293 CRF-R2/CRF-BP, calcium dye fluorescence (FLIPR); percent of saturating CRF peptide response | activation, % at 13.2 µM | 0.46% of 350,000 active | AID 588473;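 active = activation of at least 50%, plus an integration ratio under a set limit after plate pattern correction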;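 also: plate controls were neutral control wells without compound for no effect and CRF at EC100 for full effect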
# CRFBP-R2 block – CRF-BP/CRF-R2 complex antagonism; HEK293 CRF-R2/CRF-BP, CRF-induced calcium fluorescence; inhibition, % at 11.8 µM; 0.59% of 350,000 active; AID 588475;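 active = inhibition of the ligand-induced calcium signal above about 50% at the single tested concentration, limit read from the data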
# CHRM4 PAM – potentiates acetylcholine response at human M4 receptor. P08173. CHO-K1 hM4/Gqi5, Fluo-8 calcium fluorescence, ACh EC20; 0% = ACh EC20, 100% = maximal ACh. activation, % at 3 µM. 0.4% of 360,000 active. AID 624126;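 active = activation above its plate's cutoff, the mean activation of sample wells plus 3 SD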; also: some results filed as inactive read as strong as hits
# IDE inh – inhibits human insulin-degrading enzyme in HEK cells | P14735 | FAbetaB cleavage, fluorescence polarization | inhibition, % at 5.59 µM | 0.41% of 320,000 active;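 active = percent inhibition above the average of all tested compounds plus 3 SD, set per screening campaign, cut at about 16% in these data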;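 also: IDE supplied by intact live HEK cells; FP after avidin binding of uncleaved biotin substrate so inhibition keeps polarization high; 0% = DMSO wells and 100% = 60 µM reference IDE inhibitor Ii1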
# Target sequence (P14735 whole entry, looked up): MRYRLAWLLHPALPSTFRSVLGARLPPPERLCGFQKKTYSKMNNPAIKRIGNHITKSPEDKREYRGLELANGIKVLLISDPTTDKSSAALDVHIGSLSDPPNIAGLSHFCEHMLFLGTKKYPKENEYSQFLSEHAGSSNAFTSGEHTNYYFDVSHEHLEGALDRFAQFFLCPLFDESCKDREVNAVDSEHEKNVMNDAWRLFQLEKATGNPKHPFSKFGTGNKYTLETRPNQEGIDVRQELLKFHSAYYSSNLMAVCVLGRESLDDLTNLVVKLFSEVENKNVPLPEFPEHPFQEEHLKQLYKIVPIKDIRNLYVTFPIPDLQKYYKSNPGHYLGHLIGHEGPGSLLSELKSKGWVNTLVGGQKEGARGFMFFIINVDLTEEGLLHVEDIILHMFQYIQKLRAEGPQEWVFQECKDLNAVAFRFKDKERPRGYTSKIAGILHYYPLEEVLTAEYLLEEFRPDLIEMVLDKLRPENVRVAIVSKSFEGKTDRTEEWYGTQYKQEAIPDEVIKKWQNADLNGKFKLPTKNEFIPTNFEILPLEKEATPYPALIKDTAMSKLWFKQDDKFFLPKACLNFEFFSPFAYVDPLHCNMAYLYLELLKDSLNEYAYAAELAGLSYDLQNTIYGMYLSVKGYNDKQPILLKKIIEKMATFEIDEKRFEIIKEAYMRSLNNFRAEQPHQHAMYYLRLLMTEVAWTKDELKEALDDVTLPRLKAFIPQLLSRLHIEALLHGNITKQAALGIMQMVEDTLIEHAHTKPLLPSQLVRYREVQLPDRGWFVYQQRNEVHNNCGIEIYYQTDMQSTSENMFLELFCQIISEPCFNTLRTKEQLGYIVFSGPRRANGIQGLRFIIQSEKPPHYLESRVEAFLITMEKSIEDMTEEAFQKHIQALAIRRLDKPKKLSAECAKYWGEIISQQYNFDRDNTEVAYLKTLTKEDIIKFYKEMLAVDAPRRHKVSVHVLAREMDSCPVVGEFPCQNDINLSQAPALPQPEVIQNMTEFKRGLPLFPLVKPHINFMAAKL
# M5 ag – agonists of human muscarinic M5 receptor (CHRM5). activation, % at 3 µM. P08912. CHO-K1 hM5 cells, Fluo-8 calcium fluorescence; 0% DMSO wells, 100% maximal acetylcholine response. 0.19% of 360,000 active;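 active = activation above the run's mean over test compounds plus 3 SD, cut at about 23% in these data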;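 also: signal is peak over basal fluorescence ratio across the kinetic read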
# M5 PAM – positive allosteric modulators of human muscarinic M5 receptor; P08912; CHO-K1 hM5, Fluo-8 calcium, ACh EC20 PAM; 0% = ACh EC20, 100% = ACh EC100; activation, % at 3 µM; 0.3% of 360,000 active;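 active = activation above the run cutoff, the mean activation of all test compounds plus 3 SD, cut at about 18% in these data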
#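 System – CHO-K1 hM5 cells · Compound – 3 µM, single dose · Incubation – compound preincubation 140 s before EC20 acetylcholine addition · Technique – Fluo-8 calcium fluorescence · Measure – Max/basal fluorescence ratio as % of EC20–EC100 ACh window · Benchmarks – low control EC20 acetylcholine (0%), high control EC100 acetylcholine (100%) · Replication – singlicate, one well per test compound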
# CHRM5 antagonist – blocks acetylcholine activation of human M5 receptor. P08912. CHO-hM5 cells, Fluo-8 calcium fluorescence, ACh EC80. inhibition, % at 3 µM. 0.59% of 360,000 active. AID 624040;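 active = inhibition above a per-plate cutoff, the mean of that plate's test compounds plus 3 SD, cut at about 27% in these data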;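 also: 0% = acetylcholine EC80 with DMSO and 100% = DMSO without agonist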
# * hit, by the source's call; nt = no result given.
CRFBP-R2 block	M5 PAM	M4 ag	CRFR2-BP ag	M5 ag	IDE inh	CHRM4 PAM	CHRM5 antagonist	M4 antag	canonical_smiles
2	-32	18	-4.8	-2	1	-5	12	-8	CN(Cc1ccccc1)C(=O)c1[nH]cnc1C(=O)N[C@@H](CCCCNC(=O)OC(C)(C)C)C(=O)OC(C)(C)C
8	2	2	1.4	0	1	10	3	-15	COC(=O)/C=C/C1=CN(Cc2ccccc2)CCC1=O
-9	0	2	1.3	0	0	18	-16	-13	COc1ccccc1-n1nnnc1SCC(=O)NC1CCCC1
5	-3	1	2.8	-3	0	3	4	-1	Cc1ccc(/C=C/C(=O)O)cc1S(=O)(=O)NCCCC(=O)O
-17	0	1	-1.5	-7	3	-3	6	-3	CCN1CCN(c2ccc(S(=O)(=O)N3CCCC3)cn2)CC1
-7	-4	1	0.1	1	nt	-1	11	-2	Cc1ccc2c(C)c(C)c(=O)n(C)c2c1
2	-5	1	-1.7	1	2	2	4	0	COc1ccc(C(=O)NCCCN2CCOCC2)cc1Br
-8	7	0	-0.1	0	-1	3	6	0	N#CCCn1cc(C(=O)O)c(-c2ccc3ccccc3c2)n1
3	-5	0	-0.2	-4	-2	-4	17	4	Fc1ccc(/C=N\Nc2cccc(F)c2)cc1
-16	7	-1	-0.5	-15	-5	-2	7	3	CCOc1cccc(C(=O)Nc2ccc(N(CC)CC)cc2)c1
-7	3	0	-1.5	0	6	16	0	-3	COc1ccc(N2CC(C(=O)Nc3ccc(S(=O)(=O)Nc4nccs4)cc3)CC2=O)cc1 (stereo not given)
5	6	1	-0.7	2	7	9	-8	8	O=C(NCCCO)c1ccc2[nH]c3ccccc3c2c1
4	1	0	-1.6	0	1	3	2	-6	Cc1sc2nc(SCC(=O)N3CCCC3)[nH]c(=O)c2c1C
14	3	2	-0.1	1	-3	7	4	-5	CCOc1ccc(C(=O)NCC2OCCc3ccccc32)cc1 (stereo not given)
-29	-4	8	-2.8	5	5	-2	8	6	Cc1ccccc1OCCNc1cc(N2CC(C)NC(C)C2)ccc1[N+](=O)[O-] (stereo not given)
-8	-12	8	-4.8	-2	-3	-6	38*	12	CCN(CC)S(=O)(=O)c1cccc(NC(=O)CNc2cccc(S(=O)(=O)N3CCCC3)c2)c1
17	-14	9	-0.6	-5	1	-6	18	8	CCN(CCNC(=O)Nc1ccc(Cl)cc1)c1ccccc1
23	-9	1	-1.5	-3	-2	5	9	-2	S=c1[nH]ncn1/N=C/c1ccccc1
14	4	1	-0.8	0	-3	4	-5	5	O=C(Nc1ccc2[nH]ncc2c1)c1ccccc1
-27	-4	0	-2.1	1	5	2	0	-1	Cc1cc(C)cc(NC(=O)CSc2nnc(Cc3cccn3C)n2-c2ccc(F)cc2)c1

# The results go on.
CRFBP-R2 block	M5 PAM	M4 ag	CRFR2-BP ag	M5 ag	IDE inh	CHRM4 PAM	CHRM5 antagonist	M4 antag	canonical_smiles
12	-7	12	0.1	-6	-1	-12	9	0	COc1ccc(NC(=O)c2cc3n(n2)C(C(F)(F)F)CC(c2ccc4c(c2)OCO4)N3)cc1OC (stereo not given)
55*	3	2	0.9	-1	4	2	0	1	C[C@H]1CN([C@@H](C)CO)C(=O)Cc2cc(NS(C)(=O)=O)ccc2O[C@@H]1CN(C)Cc1ccc(Cl)c(Cl)c1
-20	4	1	-0.1	-1	-4	-1	-16	0	COc1ccc(C(C(=O)NCC2CCCO2)N(C(=O)CNC(=O)c2cccs2)c2ccc(C)cc2)cc1OC (stereo not given)
12	-11	2	-1.1	-4	6	1	6	-2	c1ccc(-c2ncnc3cc4n(c23)CCC4)cc1
-5	-7	7	0.8	9	-2	-2	-2	-2	COc1ccc(CNC(=O)COC(=O)c2ccc(Br)c(S(=O)(=O)N3CCOCC3)c2)cc1
-2	-18	12	1.5	1	1	1	8	-3	CC(Oc1cccc(Br)c1)C(=O)Nc1cccc(S(=O)(=O)N2CCOCC2)c1 (stereo not given)
-17	-2	1	3.3	-2	-6	3	-2	-4	CCc1nnc(SC(C)C(=O)Nc2nccs2)n1C (stereo not given)
nt	-9	2	nt	-2	nt	-4	4	-10	COc1ccc(-c2cnc3c(NC=O)cc(-c4cccc(NS(C)(=O)=O)c4)cn23)cc1OC
nt	-6	4	nt	3	nt	4	9	-7	COC(=O)[C@]12CCCCC=C1N(Cc1ccco1)C(=O)[C@H](CC(=O)NCc1cccc3ccccc13)C2
-31	6	0	-9.4	-1	2	8	-7	3	CC1CN(Cc2cc(=O)[nH]c(C(C)C)n2)CC(C)O1 (stereo not given)
-15	-3	8	13	0	-4	4	-4	-14	COCCNC(=S)N1CCC(c2nc(-c3ccc(N(C)C)cc3)no2)CC1
-5	0	0	0.9	-6	nt	1	-2	-3	O=C(Nc1ccc2c(c1)CCC2)c1ncoc1-c1ccccc1F
nt	11	1	nt	3	nt	-3	9	8	NC(=O)C1CCCN(C(=O)c2[nH]c(C(F)(F)F)nc2-c2ccccc2)C1 (stereo not given)
-12	-1	0	-0.6	-3	1	-1	-3	-5	N/C(=N\OC(=O)Cc1ccccc1)c1ccccn1
-4	-1	1	0.3	1	-2	9	-8	-5	c1cncc(-c2nn3c(Cn4nnc5ccccc54)nnc3s2)c1
-5	-4	6	0.5	2	0	-5	2	-4	O=C(c1c(Cl)nc2sccn12)N1CCN(c2cccc(Cl)c2)CC1
-6	-1	1	-0.5	-1	-6	5	0	-6	CC1CN(C(=O)COC(=O)[C@@H]2CC(O)CN2S(=O)(=O)c2ccc3c(c2)OCCO3)CC(C)O1 (stereo not given in full)
18	-6	0	-0.2	-5	1	-5	9	3	Cc1ccc(OCc2nc(-c3cccs3)no2)c([N+](=O)[O-])c1
2	-8	9	1.6	10	-3	3	15	-5	Cn1c(=O)c2c(ncn2CC(=O)OCCCC(=O)c2ccc(Br)cc2)n(C)c1=O
-5	1	1	-1.5	-2	1	10	-1	-10	Cc1csc(C(=O)O)c1NC(=O)c1cccc([N+](=O)[O-])c1

# The last 6 records of the part before open the next one:
CRFBP-R2 block	M5 PAM	M4 ag	CRFR2-BP ag	M5 ag	IDE inh	CHRM4 PAM	CHRM5 antagonist	M4 antag	canonical_smiles
-4	-1	1	0.3	1	-2	9	-8	-5	c1cncc(-c2nn3c(Cn4nnc5ccccc54)nnc3s2)c1
-5	-4	6	0.5	2	0	-5	2	-4	O=C(c1c(Cl)nc2sccn12)N1CCN(c2cccc(Cl)c2)CC1
-6	-1	1	-0.5	-1	-6	5	0	-6	CC1CN(C(=O)COC(=O)[C@@H]2CC(O)CN2S(=O)(=O)c2ccc3c(c2)OCCO3)CC(C)O1 (stereo not given in full)
18	-6	0	-0.2	-5	1	-5	9	3	Cc1ccc(OCc2nc(-c3cccs3)no2)c([N+](=O)[O-])c1
2	-8	9	1.6	10	-3	3	15	-5	Cn1c(=O)c2c(ncn2CC(=O)OCCCC(=O)c2ccc(Br)cc2)n(C)c1=O
-5	1	1	-1.5	-2	1	10	-1	-10	Cc1csc(C(=O)O)c1NC(=O)c1cccc([N+](=O)[O-])c1
-9	2	1	-1.8	-2	3	6	-6	5	Cc1ccc(S(=O)(=O)NCCN(CCNS(=O)(=O)c2ccc(C)cc2)S(C)(=O)=O)cc1
3	0	0	-1.7	-6	3	-9	-2	36*	CCN1CCCC1CN(Cc1cc2c(C)cc(C)cc2[nH]c1=O)C(=O)NC1CCCCC1 (stereo not given)
-6	5	1	-0.4	-4	1	4	8	1	Cc1ccc(NC(=O)CN(C)C(=O)COC(=O)CCS(=O)(=O)c2ccc(C)cc2)cc1
-21	-6	1	16	-1	0	8	15	5	CCOc1ccccc1-c1nc(-c2cccc(Br)c2)no1
-15	4	1	2.5	-2	-2	7	1	7	COC(=O)c1c(NC(=O)CN2CCC(C(N)=O)CC2)c2c(C)cccc2n1C
5	-1	0	-0.3	1	3	0	11	7	NC(=O)CC(NC(=O)c1cccc(Br)c1)c1ccc(NCC2CC2)c([N+](=O)[O-])c1 (stereo not given)
33	-3	0	2.2	-2	-3	-4	2	6	OCCN=C1CCCc2c1[nH]c1ccc(Br)cc21
26	-10	-2	-2.8	-8	0	-13	7	12	Cc1ccc(C)n1-c1nn(S(=O)(=O)c2ccccc2)c2cccc(F)c12
nt	-22	-1	nt	-8	nt	-17	47*	57*	CCCc1nc2c3ccccc3ccn2c1Cc1cccc(F)c1
-5	-3	0	-0.4	-3	-4	0	-1	0	N#CN=C1SCCS1
13	-4	1	-1.6	0	-4	3	8	0	Oc1ccc[n+](CCCCC[n+]2cccc(O)c2)c1
2	-5	2	0.2	1	4	3	4	3	O/N=C(\Cc1cscn1)c1ccc(O)cc1O
14	-5	0	-0.7	1	1	3	11	9	C/C(CC(=O)NC(C)c1ccccc1)=N\NC(N)=S (stereo not given)
13	-2	0	-0.1	2	7	3	13	10	COc1cc(NC(=O)C2CC(c3ccccc3O)=NO2)c(OC)cc1Cl (stereo not given)
13	12	-3	0.3	3	-1	0	-11	-4	CCOC(=O)C(=CNc1ccc(-c2ccco2)c(Cl)c1)C(=O)OCC
-8	-10	0	1.4	1	-2	0	7	1	O=C(c1cccc(S(=O)(=O)Nc2ccc(F)cc2)c1)N1CCOCC1
4	3	0	-0.1	1	3	4	7	-5	COc1ccc(C2C(C(C)=O)=C(O)C(=O)N2c2ccc(C)cc2)cc1 (stereo not given)
-3	-10	9	-0.7	1	-1	-6	11	-4	Cc1ccccc1CS(=O)(=O)CCC(=O)NCCN1CCN(c2cccc(Cl)c2)CC1
16	1	4	-2.3	-3	9	11	3	-12	O=c1nc(SCc2cccc(C(F)(F)F)c2)nc2ccccn12
0	-6	1	1.3	-1	8	3	5	-1	CN(C)C(=O)c1ccc(NC(=O)c2cc(-n3cnnc3)ccc2Cl)cc1

# Continued.
CRFBP-R2 block	M5 PAM	M4 ag	CRFR2-BP ag	M5 ag	IDE inh	CHRM4 PAM	CHRM5 antagonist	M4 antag	canonical_smiles
-35	-1	10	1.0	8	4	-4	0	-5	CC(/C=N/NC(=O)c1ccncc1)=C\c1ccc(C(C)C)cc1
-7	7	0	-0.5	-1	6	10	3	0	CN1CCCN(S(=O)(=O)c2ccc(O)c(C(=O)O)c2)CC1
-1	-3	0	-0.4	-15	0	-17	17	4	Cn1c(=O)n(Cc2ccc(Br)cc2)c2ccccc21
-10	-2	0	12	-3	nt	-4	-1	-8	c1ccc2c(c1)Sc1cnccc1N2CC1CO1 (stereo not given)
52*	-4	1	-1.5	-7	1	0	-4	0	COCCn1nnnc1C(c1ccccc1)N1CCN(c2ccccc2)CC1 (stereo not given)
12	1	1	-2.8	-4	nt	15	0	-30	CC(=O)Nc1ccc(SCC(=O)NNC(=O)CN(C)S(=O)(=O)c2ccc(C)cc2)cc1
-1	4	1	4.8	3	1	-1	1	7	CC(C)NC(=O)NNc1c(Cl)cncc1Cl
-1	2	0	-0.2	-1	nt	-1	7	2	CCOC(=O)CC1=C(C(=O)OCC)C(c2ccncc2)C(C#N)=C(N)O1 (stereo not given)
-12	1	2	0.1	-2	2	2	-8	2	Cc1cc(C)cc(N(CC(=O)NCc2ccc3c(c2)OCO3)C(=O)CCC(=O)Nc2ccccn2)c1
-16	5	1	2.3	0	nt	-1	-10	-4	C[C@H](CO)N1C[C@H](C)[C@@H](CN(C)Cc2ccncc2)Oc2ncc(Br)cc2C1=O
-2	11	0	-0.3	-4	0	-5	4	9	Cc1nnc2c(N3CCN(CCO)CC3)nc3ccccc3n12
6	-1	0	-0.4	-1	6	-1	2	5	COCc1c(Br)c(C)[nH]c(=O)c1C#N
-4	-3	1	1.8	-5	2	7	8	1	Cc1cc(C)n(-c2ccc(C(C)C)cc2)c(=O)c1C#N
